# Screening results deposited in PubChem by several laboratories.
# K1F lysis inhibition – inhibition of K1F phage lysis, E. coli UTI89, bacterial capsule biogenesis inhibitors, alamar blue (AID 488966) | E. coli UTI89 K1F phage lysis, alamar blue, 2 h; higher % means a stronger effect | inhibition, % at 100 µM, or IC50 in µM where a hit was titrated | hit rate 0.02% among 340,000;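 active = phage lysis inhibition, versus mean bacterial control, above a set limit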;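 note: capsule biogenesis inhibitors block K1F phage lysis so surviving cells raise fluorescence; higher fluorescence means more inhibition of phage lysis; actives were called in the ten point dose series up to 300 µM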
# HIV fusion peptide – cell-free HIV fusion peptide-binding blockers – biochemical, uHTS, fluorescence dequenching, primary screen (AID 1986); one-dose inhibition, % at 20 µM; IC50 in µM for titrated hits; cell-free peptide binding, fluorescence dequenching, 30 min; higher % means a stronger effect; hit rate 0.3% among 290,000; in the data active = inhibition mostly above about 52%, no sharp cut-off; inactive = mostly below about 76%; note: some results filed as inactive read as strong as hits
# PhoP inhibition – PhoP-dependent GFP reporter repression – Salmonella Typhimurium, primary screen (AID 1863); one-dose inhibition, % at 50 µM; IC50 in µM for titrated hits; S. Typhimurium PhoP-regulated promoter GFP reporter, 4 h; higher % means a stronger effect; hit rate 0.16% among 300,000;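 active = inhibition over 29.93%, a cutoff 3 SD above the screen mean, later confirmed by dose response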;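 note: 0% = low Mg2+ inducing control and 100% = high Mg2+ repressing control; strong numbers were not always called active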
# SV40 large T antigen – SV40 large T antigen inhibitors, biochemical (AID 1903); SV40 large T antigen ATPase/helicase inhibition assay; higher % means a stronger effect; hit rate 0.39% among 310,000; inhibition, % at 20 µM, or IC50 in µM where a hit was titrated; in the data active = a potency from the dose series; note: strong numbers were not always called active
# Rac1 GTP hydrolysis – MgcRacGAP GTPase-activating activity inhibitors, confirmation, biochemical, ADP Hunter fluorescence; inhibition, % at 30 µM; hits with a dose series show IC50 in µM; MgcRacGAP-stimulated Rac1 GTP hydrolysis, ADP Hunter fluorescence; higher % means a stronger effect; GST-tagged Rac1 F28L mutant substrate; hit rate 0.6% among 340,000;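 active = first-screen hits whose inhibition reached a set limit at any dose in the follow-up dose series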;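 note: fluorescence reports GDP produced by GAP-driven GTP hydrolysis; strong numbers were not always called active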
# Dengue-2 NS5 capping – flavivirus cap methylation enzyme inhibition – biochemical, confirmation dose response, primary screen (AID 588689); one-dose inhibition, % at 25 µM; IC50 in µM for titrated hits; Dengue-2 NS5 methyltransferase capping enzyme assay, biochemical; higher % means a stronger effect; hit rate 0.3% among 340,000; in the data active = a potency from the dose series
# GPR35 antagonists – inhibition of zaprinast-stimulated GPR35 beta-arrestin translocation – imaging, U2OS, beta-arrestin-GFP, zaprinast agonist, primary screen (AID 2058); one-dose inhibition, % at 10 µM; IC50 in µM for titrated hits; hit rate 0.052% among 290,000; U2OS GPR35 beta-arrestin-GFP translocation imaging, zaprinast antagonism; higher % means a stronger effect;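 active = inhibition of at least 50% with at least 30 cells and total cytoplasm GFP at most 10,000,000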
# RSV CPE inhibition – inhibition of RSV-induced cytopathic effect – HEp-2 cells, primary 10 µM value included (AID 2391); HEp-2 cells, RSV-induced CPE inhibition; higher % means a stronger effect; CPE inhibition, % at 10 µM; hits with a dose series show IC50 in µM; hit rate 0.13% among 310,000; in the data active = a potency from the dose series; note: strong numbers were not always called active
# GPR55 LPI antagonism – GPR55 antagonists blocking LPI-driven arrestin recruitment, primary screen, imaging, U2OS, beta-arrestin-GFP, LPI agonist (AID 2013); U2OS GPR55 beta-arrestin-GFP translocation imaging, LPI antagonism; higher % means a stronger effect; inhibition, % at 10 µM, or IC50 in µM where a hit was titrated; hit rate 0.13% among 290,000;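 active = spots per cell inhibited over 60%, with over 100 cells counted and total cytoplasm intensity under 500,000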;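 note: U2OS cells stably carrying GPR55 and arrestin-GFP stimulated by 5 µM LPI near EC80; imaged beta-arrestin-GFP aggregate spots per cell after agonist stimulation; plate controls were LPI-stimulated DMSO wells for no effect and DMSO wells without LPI for full effect; some results filed as inactive read as strong as hits; confirmed hits need IC50 under 10 µM and bright autofluorescent wells are also inconclusive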
# * hit, by the source's call; x = no result given; [ ] = another dose, or the depositor's remark.
# Under each structure – K1F lysis inhibition, HIV fusion peptide, PhoP inhibition, SV40 large T antigen, Rac1 GTP hydrolysis, Dengue-2 NS5 capping, GPR35 antagonists, RSV CPE inhibition, GPR55 LPI antagonism
O=C(O)c1ccc(N/N=C/c2cccc3nccnc23)cc1
→ 0.2%, 1.3%, -9%, 24%, 4%, -24%, -6%, -1.1%, 2%
COCCn1c(C)cc(/C=N/NC(=O)c2cc3ccccc3cc2O)c1C
→ 0.6%[50 µM], x, x, x, 7%, -17%, x, 0.6%, x
CCOC(=O)c1cc(-c2ccccc2)nn1CCC#N
→ 0.0%, 0.8%, -3%, 7%, 9%, -5%, 0%, -0.2%, 8%
O=C(CSc1nc2ccccc2c(=O)[nH]1)Nc1ccc(S(=O)(=O)N2CCCC2)cc1
→ -0.5%, -0.3%, -3%, 10%, 12%, 2%, 5%, -0.6%, -13%
O=C(CCC1N=C2c3ccccc3N=C(SCC(=O)NCC3CCCO3)N2C1=O)NCc1ccc(F)cc1 (configuration not stated)
→ 2.4%, 0.6%, -1%, 10%, 6%, -10%, 0%, 1.4%, 10%
CC(=O)NC12CC3CC(C)(C1)CC(NC(C)=O)(C3)C2
→ 3.1%, 13%, -13%, 9%, 8%, -2%, 5%, 2.7%, -8%
C/C(=N\NC(=S)NC1CCCCC1)c1ccccc1
→ 1.3%, -3.9%, -4%, 12%, 4%, 9%, -6%, 2.7%, 9%
O=S(=O)(c1ccccc1)c1nc(-c2ccccc2Cl)oc1NCCN1CCOCC1
→ 1.3%, -0.9%, 5%, 13%, 3%, -6%, -1%, 0.4%, 8%
OC(CN1CCN(c2cccc(Cl)c2)CC1)c1ccccc1 (configuration not stated)
→ 0.2%, -0.2%, 11%, -2%, 5%, -2%, -14%, 0.0%, -10%
Fc1cc(Br)ccc1NC(=S)Nc1ccccc1
→ 6.0%, -3.4%, 29%, -29%, 10%, -2%, 2%, 1.1%, -4%
CCN(CC(=O)NC(=O)NCc1ccccc1)Cc1nc2ccccc2c(=O)[nH]1
→ 0.2%, -0.5%, 5%, 15%, 2%, -5%, 12%, 1.2%, -14%
COc1ccc(C(=O)NC2(C(F)(F)F)NC(=O)N(CCCc3ccccc3)C2=O)c(OC)c1OC (configuration not stated)
→ -0.8%[50 µM], -1.8%, -1%, 6%, 10%, -5%, -9%, 10%, 6%
CC(/C=C/c1ccco1)=N\NC(=O)c1cccnc1
→ 0.4%, 2.4%, 10%, 8%, 21%, 1%, 6%, 0.1%, 4%
CCn1c(SCC(=O)OC(C)C)nnc1-c1cccc(Cl)c1
→ 0.1%, 30%, -14%, 1%, 15%, 2%, 8%, -0.9%, -10%
Cc1nn2c(-c3ccc(F)cc3)ccnc2c1Cl
→ 0.1%, 0.4%, 21%, -2%, 8%, -3%, -10%, 19%, 2%
CC(=O)COC(=O)C1CC(=O)N(c2ccc(C)c(C)c2)C1 (configuration not stated)
→ 0.1%, -0.7%, -4%, 6%, 5%, -4%, 21%, 2.6%, 0%
COc1ccc(-c2cc(C(=O)NCCN3CCOCC3)c3ccccc3n2)cc1
→ 2.9%, 1.8%, -4%, -1%, 8%, 3%, 1%, 2.4%, 2%
CC(=O)N1CCN(S(=O)(=O)c2cccc(C(=O)NCCC3=CCCCC3)c2)CC1
→ 0.0%[50 µM], x, -7%, 4%, 3%, -7%, x, -1.5%, x
Cn1cnnc1Sc1nc2c(c(=O)n(C)c(=O)n2C)n1Cc1ccccc1Cl
→ 0.5%, -1.8%, 1%, -1%, 0%, -8%, 2%, 0.5%, 4%
CCCCn1c(N)c(N(CC(C)C)C(=O)c2ccc(COc3ccccc3)o2)c(=O)[nH]c1=O
→ 3.5%[50 µM], 1.6%, 1%, 15%, 2%, -3%, 5%, 1.0%, 11%
CC(Sc1nnc(NCc2ccccc2)s1)C(=O)Nc1ccc2c(c1)C(=O)c1ccccc1C2=O (configuration not stated)
→ -10%, -0.4%, 0%, -1%, -1%, 1%, -10%, 22%, 0%
CCOc1ccc(N(CC(=O)NC2CCCCCC2)S(=O)(=O)c2c(C)noc2C)cc1
→ -2.1%, 2.9%, 2%, 7%, -4%, 1%, -21%, -0.1%, -11%
Cc1cccc(-c2nnc(NC(=O)c3ccc(N4C(=O)CCC4=O)cc3)s2)c1
→ -0.1%, 1.8%, -14%, 8%, 3%, 0%, 10%, -0.6%, 6%
O=C(O)c1ccccc1C(=O)Nc1ccc(Br)c(C(F)(F)F)c1
→ 0.1%, 0.2%, -9%, 6%, 9%, 6%, -8%, 0.9%, -2%
CC1(C)CC(=O)c2sc(N3CCCCC3)nc2C1
→ 0.4%, -2.5%, 14%, -3%, 11%, -9%, 1%, -0.5%, 2%
C/C(=N\NC(=O)C1CC1)c1cccs1
→ 1.8%[50 µM], 0.1%, 0%, 2%, 3%, 1%, 8%, 2.6%, 2%
CC1(C)SCC(C(=O)O)NC1=O (configuration not stated)
→ 0.7%, 0.2%, 6%, 8%, -1%, 6%, -2%, 1.8%, 5%
CC(C)CCNC(=O)CCCCn1c(=O)[nH]c2ccsc2c1=O
→ 1.8%[50 µM], -2.1%, 0%, 14%, 1%, 3%, -7%, 1.5%, -1%
O=c1[nH]c(CN2CCN(S(=O)(=O)c3ccc(Cl)cc3)CC2)nc2cc(Cl)ccc12
→ -2.9%, 2.8%, 0%, 7%, 4%, -1%, -6%, 1.9%, 15%
CC1CC(C)CN(C(=O)CCNS(=O)(=O)c2ccc3c(c2)CCC(=O)N3)C1 (configuration not stated)
→ 0.2%, 2.1%, 2%, -1%, 3%, -4%, 2%, 0.1%, 7%

# Random excerpt: five entries already listed, in no set order.
# Under each structure – K1F lysis inhibition, HIV fusion peptide, PhoP inhibition, SV40 large T antigen, Rac1 GTP hydrolysis, Dengue-2 NS5 capping, GPR35 antagonists, RSV CPE inhibition, GPR55 LPI antagonism
CC1(C)SCC(C(=O)O)NC1=O (configuration not stated)
→ 0.7%, 0.2%, 6%, 8%, -1%, 6%, -2%, 1.8%, 5%
O=c1[nH]c(CN2CCN(S(=O)(=O)c3ccc(Cl)cc3)CC2)nc2cc(Cl)ccc12
→ -2.9%, 2.8%, 0%, 7%, 4%, -1%, -6%, 1.9%, 15%
Cn1cnnc1Sc1nc2c(c(=O)n(C)c(=O)n2C)n1Cc1ccccc1Cl
→ 0.5%, -1.8%, 1%, -1%, 0%, -8%, 2%, 0.5%, 4%
COc1ccc(-c2cc(C(=O)NCCN3CCOCC3)c3ccccc3n2)cc1
→ 2.9%, 1.8%, -4%, -1%, 8%, 3%, 1%, 2.4%, 2%
CC1(C)CC(=O)c2sc(N3CCCCC3)nc2C1
→ 0.4%, -2.5%, 14%, -3%, 11%, -9%, 1%, -0.5%, 2%

# Profiles from above. Order of values: K1F lysis inhibition, HIV fusion peptide, PhoP inhibition, SV40 large T antigen, Rac1 GTP hydrolysis, Dengue-2 NS5 capping, GPR35 antagonists, RSV CPE inhibition, GPR55 LPI antagonism
# CC(/C=C/c1ccco1)=N\NC(=O)c1cccnc1 in the list: 0.4%, 2.4%, 10%, 8%, 21%, 1%, 6%, 0.1%, 4%
# CCOc1ccc(N(CC(=O)NC2CCCCCC2)S(=O)(=O)c2c(C)noc2C)cc1 in the list: -2.1%, 2.9%, 2%, 7%, -4%, 1%, -21%, -0.1%, -11%

# An excerpt from above in order of molecular weight, rising.
# Under each structure – K1F lysis inhibition, HIV fusion peptide, PhoP inhibition, SV40 large T antigen, Rac1 GTP hydrolysis, Dengue-2 NS5 capping, GPR35 antagonists, RSV CPE inhibition, GPR55 LPI antagonism
CC(C)CCNC(=O)CCCCn1c(=O)[nH]c2ccsc2c1=O
→ 1.8%[50 µM], -2.1%, 0%, 14%, 1%, 3%, -7%, 1.5%, -1%
CC(=O)N1CCN(S(=O)(=O)c2cccc(C(=O)NCCC3=CCCCC3)c2)CC1
→ 0.0%[50 µM], x, -7%, 4%, 3%, -7%, x, -1.5%, x
CCOc1ccc(N(CC(=O)NC2CCCCCC2)S(=O)(=O)c2c(C)noc2C)cc1
→ -2.1%, 2.9%, 2%, 7%, -4%, 1%, -21%, -0.1%, -11%

# Following part
# Under each structure – K1F lysis inhibition, HIV fusion peptide, PhoP inhibition, SV40 large T antigen, Rac1 GTP hydrolysis, Dengue-2 NS5 capping, GPR35 antagonists, RSV CPE inhibition, GPR55 LPI antagonism
COc1ccc([N+](=O)[O-])cc1NC(=O)C1(c2ccc(OC)c(OC)c2)CCOCC1
→ x, 6.7%, -1%, 11%, x, x, 8%, 2.5%, 19%
Cc1ccc(N2C(=O)C3NN=C(C(=O)OCc4ccccc4)C3C2=O)cc1 (configuration not stated)
→ 0.9%[50 µM], -1.9%, 1%, 12%, -2%, -10%, -17%, 0.8%, 7%
Cc1cccc2c(C(=O)O)c3c(nc12)CCCCC3
→ 0.1%, -1.0%, -2%, 0%, 7%, 3%, -11%, 0.5%, 1%
Cc1ccc2nc(NC(=O)C3CCN(S(=O)(=O)c4cnc[nH]4)CC3)sc2c1
→ 1.3%[50 µM], 0.0%, 2%, 10%, 2%, -3%, -12%, 12%, -15%
COC(=O)c1c(CCl)noc1C(=O)NC(C)C
→ 0.9%, -1.5%, 13%, 12%, 9%, -3%, -9%, -1.1%, 10%
CCCCCC(=O)N1CC2(CC(c3cccc(NC(=O)[C@@H]4CCC(=O)N4)c3)=NO2)C[C@@H]1C(N)=O (some centres not stated)
→ 1.2%, -2.4%, -7%, 5%, 13%, -1%, 10%, 0.9%, 4%
CCCCC(O)(CCCC)C(=O)NN(C(=O)OC)c1ccc(C)cc1
→ 0.9%, -0.6%, -16%, 13%, 3%, -9%, 4%, 0.1%, 3%
COC(=O)C(C)Oc1ccc2c(-c3cccc([N+](=O)[O-])c3)cc(=O)oc2c1 (configuration not stated)
→ 1.3%, -0.1%, 7%, 3%, 7%, -5%, -11%, -0.8%, 8%
O=C(NCCCN1CCCC1=O)c1ccc(Cl)c(Cl)c1
→ 0.3%, 1.6%, 7%, 9%, 9%, -1%, 3%, 1.6%, 13%
CC(=O)Nc1ccc(NC(=O)C(C)OC(=O)c2cccs2)cc1 (configuration not stated)
→ -0.2%[50 µM], x, x, x, -1%, -7%, x, 1.9%, x
Cc1c(C(=O)N2CCN(c3ccccn3)CC2)cccc1[N+](=O)[O-]
→ 0.3%, 1.0%, 1%, -5%, 2%, -2%, 3%, 0.4%, -3%
O=[N+]([O-])c1cccc(Cl)c1NCCNS(=O)(=O)c1ccccc1
→ 0.5%, -4.5%, 2%, -3%, 7%, 3%, -7%, 1.1%, 17%
COCCNc1c([N+](=O)[O-])c(=O)n(-c2ccccc2)c2ccccc12
→ 0.4%, -2.1%, -10%, 8%, 5%, -3%, 4%, 1.6%, -3%
Cc1ccc(C2Nc3ccccc3C(=O)N2Cc2ccco2)cc1 (configuration not stated)
→ 7.9%, 0.3%, -1%, 6%, 4%, 2%, 9%, 3.1%, -7%
O=C(c1cc2nc(-c3ccccc3)cc(C(F)(F)F)n2n1)N1CCN2CCCC2C1 (configuration not stated)
→ 0.3%, 0.2%, -3%, 8%, 2%, 5%, 3%, 1.3%, -5%
